# Assay outcomes (PubChem)
# CCHF vOTU inh: CCHFV vOTU protease inhibition | Pep-AMC fluorescence | inhibition, % at 11.5 µM | hit rate 0.55% among 370,000 | AID 651958; in the data active = inhibition above about 30%; also: 0% = vehicle wells with enzyme and 100% = no enzyme wells
# DUSP3 inh: DUSP3 (human) phosphatase inhibition; inhibition, % at 13.3 µM; hit rate 0.52% among 290,000; P51452; recombinant VHR phosphatase, pNPP absorbance; in the data active = inhibition above about 50%; also: some compounds called inactive have numbers as strong as hits
# Target sequence (P51452 whole entry, looked up): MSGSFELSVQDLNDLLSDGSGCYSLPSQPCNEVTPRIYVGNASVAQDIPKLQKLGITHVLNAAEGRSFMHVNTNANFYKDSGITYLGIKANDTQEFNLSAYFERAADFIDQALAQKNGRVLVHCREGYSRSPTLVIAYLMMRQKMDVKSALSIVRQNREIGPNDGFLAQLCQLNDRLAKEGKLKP
# SSB-PriA inh: blocks PriA binding to SSB C-terminal tail; hit rate 0.6% among 430,000; AID 1272365; inhibition, % at 33 µM; AlphaScreen SSBct-PriA binding, biotinylated peptide; in the data active = inhibition mostly above about 37%, no sharp cut-off; inactive = mostly below about 20%;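 also: plate controls were negative control peptide for no effect and reference peptide for full effect; strong numbers were not always called active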
# 3CLpro inhibitor: SARS-CoV 3CLpro protease inhibition. AID 1706. recombinant SARS-CoV 3CLpro, quenched FRET peptide cleavage. hit rate 0.14% among 290,000. inhibition, % at 6 µM; in the data active = inhibition above about 12%
# Anthrax LF prot: inhibitors of Bacillus anthracis lethal factor protease; inhibition, % at 10 µM; hit rate 0.12% among 360,000; AID 588501; multiplex microsphere protease cleavage assay, LF; P15917; also: plate controls were buffer without enzyme for full effect and enzyme alone for no effect
# Target sequence (P15917 whole entry, looked up): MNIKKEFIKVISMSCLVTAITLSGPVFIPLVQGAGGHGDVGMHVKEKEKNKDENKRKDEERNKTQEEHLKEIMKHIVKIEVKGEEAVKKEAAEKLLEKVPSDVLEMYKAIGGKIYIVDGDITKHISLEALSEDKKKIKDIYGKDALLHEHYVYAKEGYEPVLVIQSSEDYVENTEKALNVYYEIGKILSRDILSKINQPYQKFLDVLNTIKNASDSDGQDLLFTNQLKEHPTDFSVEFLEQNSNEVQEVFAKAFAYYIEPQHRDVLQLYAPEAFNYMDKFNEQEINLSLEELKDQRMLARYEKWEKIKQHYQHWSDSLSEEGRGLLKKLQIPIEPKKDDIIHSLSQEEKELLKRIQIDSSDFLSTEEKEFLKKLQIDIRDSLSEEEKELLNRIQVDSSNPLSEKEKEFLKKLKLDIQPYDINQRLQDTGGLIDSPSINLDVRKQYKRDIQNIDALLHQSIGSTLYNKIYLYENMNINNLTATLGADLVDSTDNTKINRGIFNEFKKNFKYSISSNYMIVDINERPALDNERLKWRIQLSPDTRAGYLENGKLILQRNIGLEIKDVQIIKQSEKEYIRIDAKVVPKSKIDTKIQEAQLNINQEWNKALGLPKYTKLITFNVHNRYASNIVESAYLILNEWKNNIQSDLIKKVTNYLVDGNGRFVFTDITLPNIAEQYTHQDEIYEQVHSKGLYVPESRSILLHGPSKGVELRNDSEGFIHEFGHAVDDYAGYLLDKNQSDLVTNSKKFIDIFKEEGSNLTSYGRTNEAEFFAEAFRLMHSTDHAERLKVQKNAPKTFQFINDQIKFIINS
# BoNT A protease: BoNT A light chain protease inhibition; multiplex microsphere protease substrate cleavage, flow cytometry; inhibition, % at 10 µM; hit rate 0.17% among 360,000; AID 588499; also: plate controls were buffer without enzyme for full effect and enzyme alone for no effect
# TcdB GH inh: blocks C. difficile toxin B glycohydrolase activity; TcdB glycohydrolase enzymatic assay, plate reader; inhibition, % at 9.99 µM; hit rate 0.24% among 350,000; AID 652162; in the data active = inhibition above about 10%
# PfHsp40 yeast: rescue of PfHsp40-mediated yeast toxicity | hit rate 0.68% among 340,000 | growth rescue, % at 12.5 µM | S. cerevisiae expressing PfHsp40, growth rescue, ATP luminescence; in the data active = growth rescue above about 28%, passing the limit was not always enough;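 also: yeast W303a lacking pdr1 and pdr3 grown in galactose medium; growth measured after three days at 30 °C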
# Y pestis TopoI: inhibitors of Yersinia pestis topoisomerase I. Y. pestis Topo-I cleavage product accumulation, plate reader. activity, % at 10 µM. hit rate 0.064% among 360,000. AID 504884; in the data active = activity above about 50%, passing the limit was not always enough; also: inactives centre near 2
# BH1578 lux ind: inducers of Vibrio cholerae quorum light production without autoinducers; V. cholerae BH1578 lux reporter, luminescence, 6 h; activation, % at 18.7 µM; hit rate 0.16% among 350,000; AID 588436; in the data active = activation mostly above about 9.7%, no sharp cut-off; also: not every result past the cut was called active; inactives centre near 0; reference of the scale not given here
# Starred values were filed as active, the others as inactive; i = inactive; x = no result given; & = joins results of further samples. Rule as the data show it, unless noted: active = inhibition above about 30%; inconclusive = no clear call, values can overlap the other calls; inactive = below that.
SMILES,CCHF vOTU inh,DUSP3 inh,SSB-PriA inh,3CLpro inhibitor,Anthrax LF prot,BoNT A protease,TcdB GH inh,PfHsp40 yeast,Y pestis TopoI,BH1578 lux ind
COCC(C)n1c(SCC(=O)N2CCCCC2)nc2ccccc2c1=O (stereo not drawn),11,12,-18,-1,-4,-0.2,x,1.4,11,-5.6
O=C(O)Cc1ccc(C(=O)c2ccccc2)s1,20,15,-4,2,-1,1.0,x,1.3,-1,i
CCC(CO)Nc1nc(CN2CCCCC2)nc2scc(-c3ccccc3)c12 (stereo not drawn),4,3,8,-3,-3,2.0,1.6,-1.8,11,-0.3
Cc1c(C(N)=O)sc(N)c1C(=O)OC(C)C,11,14,2,3,4,-0.8,x,-1.4,-7,i
COCCn1c(=N)c(C(=O)NCc2ccco2)cc2c(=O)n3cc(C)ccc3nc21,-55,35,12,0,-3,1.0,0.6,-1.5,4,-0.3
CCOc1cc(C2NC(=O)NC(C)=C2C(=O)OCC2CCCCC2)ccc1O (stereo not drawn),5,16,3,1,14,-2.3,1.8,-0.9,11,i
Cc1ccnc(NC(=O)CCC(=O)N(CC(=O)NC2CCCCC2)Cc2ccccc2)c1,-9,26,-16,1,-9,0.3,1.6,-0.6,-5,i
COC(=O)[C@]12CCCCC=C1N(Cc1ccccc1)C(=O)[C@H](CC(=O)N1CCSCC1)C2,1,x,x,x,0,-0.4,0.9,x,x,x
COc1ccccc1/C=C/C=N/NC(=O)CN1CCN(Cc2ccccc2)CC1,-13,6,i,5,2,-3.3,-0.3,1.2,7,-0.4
Clc1cccc(CNCCCSc2ncccn2)c1,3,-2,6,-2,-7,6.3,1.2,-0.2,-4,-0.2
CCN(C(=O)COC(=O)c1ccccc1O)c1nc2ccccc2s1,2,x,8,x,4,0.6,-0.6,2.5,0,i
CN(C)S(=O)(=O)NCC1CCCN(Cc2ccc(-c3ccccc3)cc2)C1 (stereo not drawn),15,6,-9,4,-5,-6.7,-0.6,-0.2,12,i
CSCCC(NC(=O)c1ccc([N+](=O)[O-])cc1Cl)C(=O)OC(C)C(=O)NCc1ccco1 (stereo not drawn),1,x,-4,x,1,0.7,2.8,-0.3,-2,1.5
NC(=O)c1cccc(-c2ccnc3c2CC(C(=O)Nc2ccc(Cl)cc2)O3)c1 (stereo not drawn),-3,x,x,x,-1,-0.3,0.0,x,7,0.3
CCOC(=O)c1cccc(NC(=O)Cn2cc3c(n2)CCC(C)C3)c1 (stereo not drawn),0,-1,-8,4,-10,-0.6,-1.1,-0.6,25,-0.2
Cc1ccc(C2=C(CC(=O)O)C(=O)CC2)cc1,-8,-14,-4,2,0,0.4,x,-1.0,-2,-0.2
Cc1cccc2c(=O)cc(C)n(CC(=O)N3CCOCC3)c12,2,22,9,-1,-1,-0.4,x,0.7,1,i
COc1ccc(NC(=O)Nc2ccc(C(C)C)cc2)cc1,-2,21,-11,-1,16,-0.5,-1.0,-2.3,1,4.3
CCn1c(=O)n(CC)c2cc(S(=O)(=O)Nc3c(C)cccc3C)ccc21,8,-6,-20,5,3,-0.6,1.3,-0.2,1,0.2
CNC(=S)N/N=C/c1cccc(OCc2ccccc2F)c1,3,-4,x,4,0,-0.8,7.0,0.5,5,-1.7
CCCn1c(SCC(=O)c2cc(OC)ccc2OC)nnc1C(C)C,25,10,-6,-2,0,0.5,x,0.7,5,i
CN(C)S(=O)(=O)c1ccc(Cl)c(C(=O)NCc2ccco2)c1,x,26,-6,1,4,1.0,0.2,0.2,-1,0.0
CCOc1ccc(-c2cc(C(=O)O)c3ccccc3n2)cc1,-125,31,-3,-7,-2,-1.6,x,-0.4,1,i
CCCn1nnnc1NCc1cccc(OC)c1OC,4,1,-9,-2,18,-0.1,1.2,-0.3,-4,i
CC1CCCN(S(=O)(=O)c2ccc(NC(=O)[C@@H]3CCCN3C(=O)c3cccs3)cc2)C1 (stereo partly drawn),0,x,-18,x,-1,1.1,0.1,0.6,-1,i
COCC(C)N1CCC(n2nccc2NC(=O)c2ccc3c(c2)OCO3)CC1 (stereo not drawn),-6,6,8,-5,-2,-0.4,-1.7,0.7,-8,i
C[C@H](CO)N1C[C@H](C)[C@@H](CN(C)C(=O)Nc2ccccc2)Oc2c(cccc2N(C)C)C1=O,17,x,6,x,-6,-0.4,-0.4&2.3,-0.4,-7,-0.5
COc1c(/C=N/NC(N)=S)c(C)nn1-c1ccccc1,-1,7,x,0,0,-0.6,-0.8,0.2,-6,-0.2
O=C(c1ccccc1F)N(Cc1ccc2c(c1)OCO2)Cc1cc2cc3c(cc2n2nnnc12)OCO3,-3,-5,-2,-1,2,0.4,x,0.9,39,i
c1ccc(COc2ccccc2CNC23CC4CC(CC(C4)C2)C3)cc1,25,26,2,-1,-1,0.1,-3.6,-0.6,25,2.2
COc1cccc(NC(=S)NN2CCN(C)CC2)c1,-5,24,10,-10,2,0.9,x,0.4,-8,i
CC(C(=O)Nc1ccc([N+](=O)[O-])cc1)N1CCN(C/C=C/c2ccccc2)CC1 (stereo not drawn),10,-6,19,-1,-2,-1.2,0.7,-0.5,-5,-0.2
Cc1ccc(-c2nc(N/N=C/c3ccccc3[N+](=O)[O-])c3ccccc3n2)cc1,11,28,x,-1,0,-2.3,x,0.4,-7,-0.8
CCc1c(O)nc(SCC(=O)N2CCOCC2)n(-c2ccccc2)c1=O,-4,-22,-20,-11,-20,-1.6,x,0.1,-3,-1.0
CCN(CC)/C(=N/O)NC(=O)NS(=O)(=O)c1ccc(C)cc1,-5,18,x,-6,-1,1.1,x,-1.3,-5,3.0
COCCN(C(=O)COC(=O)C1(c2ccccc2)CC1)c1c(N)n(CC(C)C)c(=O)[nH]c1=O,-6,x,-8,x,5,-4.3,1.0,0.2,-4,i
O=C(O)CCCC(=O)Nc1ccc(Br)cc1C(=O)O,-2,-14,-20,-3,-1,0.0,x,0.4,-1,i
O=c1c(C=NCc2cccnc2)c(C(F)(F)F)[nH]n1-c1nc2ccccc2s1,30*,4,-9,5,-6,-0.6,1.0,-0.4,-1,-0.5
Oc1cccc(CCC2CCCCN2Cc2cn[nH]c2-c2ccc3c(c2)OCO3)c1 (stereo not drawn),-10,34,9,-4,2,-0.4,3.6,1.4,4,0.6
Cc1cc(Br)cc(Br)c1OCC(=O)NNC(=O)c1ccoc1C,3,6,-10,0,6,-0.7,0.5,0.4,14,-0.2
O=S(=O)(NC1CCCCC1)c1ccc(F)c2ccccc12,5,-6,-34,0,-2,-3.5,x,5.7,4,-0.1
Cc1cc2c3nonc3ccc2n1-c1ccccc1,-12,38,-29,1,1,2.8,x,3.3,16,-0.4
COc1ccc(-c2cn(CC3CCCCC3)nn2)cc1,7,20,8,2,-3,-0.6,0.3,-1.3,11,-2.2
Cc1ccc(-c2nc3ccc(NS(=O)(=O)c4ccccc4)cc3[nH]2)o1,-14,4,11,-1,-6,-0.5,1.6,1.1,-6,i
CCOc1cc(/C=N/NC(=O)CSc2cccc3cccnc23)ccc1O,3,18,x,0,-2,0.4,2.9,0.6,-14,-1.2
COc1cccc(OC)c1C(=O)Nc1nc2ccc(S(C)(=O)=O)cc2s1,9,12,-4,4,-1,-0.1,x,-0.2,3,-3.7
O=C1CSC(c2cccc(F)c2)N1c1ccccc1F (stereo not drawn),-3,-16,-26,-2,1,-0.9,x,-0.4,-3,1.1
CC(C)CCN(CC(=O)NC1CCCC1)C(=O)C(=O)Nc1ccc2c(c1)OCCO2,-8,45,0,-2,-7,-0.5,1.8,2.1,-4,i
Cc1c(OCC(N)=O)ccc2c(-c3ccccc3)cc(=O)oc12,15,-8,-10,2,4,-0.9,1.0,-0.3,2,i
Cn1cccc1C(=O)C(=O)Nc1ccccc1,15,20,-7,2,1,0.0,x,-3.0,-3,i
COC(=O)c1[nH]c2cc(OC)ccc2c1N,2,0,3,-1,-3,-0.2,x,1.4,15,x
NC1=NC(=O)C(c2ccccc2)C(=O)N1 (stereo not drawn),12,x,-16,x,-1,-0.5,0.8,-0.9,0,3.3
O=C(NCc1cccc(Cl)c1)C1CCC(=O)N(C2CC2)C1 (stereo not drawn),11,20,-19,5,-2,-1.3,1.2,0.3,7,i
Cc1ccc(N(CC(=O)NC(C)(C)C)C(=O)CCC(=O)Nc2nccs2)cc1C,-6,16,6,-2,x,x,0.5,0.1,2,i
CC1CCCCN1S(=O)(=O)c1ccc(C(=O)N2CCOCC2)cc1 (stereo not drawn),7,-8,-16,-5,7,0.4,1.4,1.2,18,-0.3
CCOc1ccccc1NC(=O)CSc1nccn1-c1ccccc1,6,5,22,2,-1,-0.4,x,0.5,6,-0.4
O=C(Nc1ccc(N2CCCC2)cc1)c1cccc(F)c1,21,-5,15,1,-14,2.5,x,1.8,-8,-6.2
Cc1ccc2cc(CCNC(=O)CC(C)C)c(=O)[nH]c2c1,6,25,-10,2,-9,0.0,1.9,0.0,0,-0.3
O=C(CSc1nnc(NCc2ccccc2)s1)c1ccco1,4,22,-7,-4,-4,-0.3,x,1.2,1,0.7
O=c1[nH]c2ccccc2n1Cc1ccc(F)cc1,-6,13,-18,4,-1,-0.6,1.6,1.3,4,-0.2

# Brought forward from above: 5 compounds, followed by the next part.
SMILES,CCHF vOTU inh,DUSP3 inh,SSB-PriA inh,3CLpro inhibitor,Anthrax LF prot,BoNT A protease,TcdB GH inh,PfHsp40 yeast,Y pestis TopoI,BH1578 lux ind
CCOc1ccccc1NC(=O)CSc1nccn1-c1ccccc1,6,5,22,2,-1,-0.4,x,0.5,6,-0.4
O=C(Nc1ccc(N2CCCC2)cc1)c1cccc(F)c1,21,-5,15,1,-14,2.5,x,1.8,-8,-6.2
Cc1ccc2cc(CCNC(=O)CC(C)C)c(=O)[nH]c2c1,6,25,-10,2,-9,0.0,1.9,0.0,0,-0.3
O=C(CSc1nnc(NCc2ccccc2)s1)c1ccco1,4,22,-7,-4,-4,-0.3,x,1.2,1,0.7
O=c1[nH]c2ccccc2n1Cc1ccc(F)cc1,-6,13,-18,4,-1,-0.6,1.6,1.3,4,-0.2
Cn1ncc2cc(NC(N)=S)ccc21,1,8,1,1,-4,-0.1,1.2,-0.5,2,-1.4
CC(C)CNC(=O)C1(C)CCCN1Cc1ccc(OC(F)(F)F)cc1 (stereo not drawn),25,x,x,x,-6,0.0,0.3,x,12,i
COc1ccc(-c2nnc(SCC(=O)Nc3c(Cl)cc(Cl)cc3C(=O)O)o2)cc1,4,x,-9,x,4,0.3,-0.2,-0.9,11,x
C=CCn1c(COc2ccccc2)nnc1SCC(=O)Nc1ccc(S(N)(=O)=O)cc1,-1,15,-17,-5,-3,-0.5,x,2.2,4,i
COc1ccc(OC)c(/C=C2/Sc3ccccc3C2=O)c1,-5,6,-12,-6,3,6.6,0.3,0.0,-7,-0.7
O=C(NCCCN1CCN(c2ccccc2)CC1)C1CCCN(c2ncnc3c2nc2n3CCCCC2)C1 (stereo not drawn),-15,18,-17,0,0,1.0,2.0,1.3,30,i
CCN(CC)S(=O)(=O)c1ccc(C)c(NC(=O)COC(=O)CCC(=O)c2cccs2)c1,3,x,3,x,-2,-0.6,1.9,-0.6,18,0.6
Cc1nc2c(sc(=S)n2Cc2ccco2)c(=O)n1CC(=O)Nc1cc(F)ccc1F,6,17,-10,0,3,-2.9,0.2,-1.1,-2,2.5
N#CN(Cc1ccccc1)Cc1ccccc1,-8,4,-21,-2,-4,-0.2,2.1,-0.2,0,-4.2

# A portion of the library; count on the stated rates, not on these rows.
